CSM14.1 death rescue – rescue of cells from ER stress-induced death, primary screen, 384-well, CSM14.1, thapsigargin, ATP luminescence (AID 1222). CSM14.1 thapsigargin-induced death rescue, ATP luminescence; higher % means a stronger effect. cellular ATP content (survival), % at 20 µM, or EC50 in µM where a hit was titrated. 190,000 tested, under 10 active;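 active means EC50 below 50 µM in the dose-response confirmation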;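 further: death triggered by thapsigargin at about 15 µM added after 2 h compound pretreatment; cell ATP read after overnight thapsigargin exposure of roughly 18 to 22 hours; normalized against plate controls of thapsigargin alone and 5% DMSO vehicle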
PMI inhibition – MPI inhibition at elevated mannose 6-phosphate – biochemical, fluorescence intensity, high mannose 6-phosphate, primary screen (AID 1220) | actives 0.66% (n = 190,000) | recombinant PMI enzyme, coupled fluorescence intensity; higher % means a stronger effect | inhibition, % at 20 µM, or IC50 in µM where a hit was titrated
TNAP activators – stimulation of alkaline phosphatase TNAP activity – biochemical, luminescent, no phosphate acceptor, uHTS, primary screen (AID 1001); purified TNAP, luminescent activation assay, no phosphate acceptor; higher activation fold means a stronger effect; activation fold at 20 µM; hits with a dose series show EC50 in µM; actives 0.03% (n = 200,000); in the data active means activation fold from about 3, or a potency from the dose series; inactive means the rest, 99 in 100 with activation fold below about 1.6; further: many of its hits are not listed in these tables
Myeloid diff 2 – promotes myeloid progenitor differentiation. ER-HoxA9 myeloid progenitors, lysozyme-GFP differentiation, flow cytometry. calls only at 10 µM. actives 1% (n = 360,000). AID 624256;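 active means normalized GFP-positive differentiation at or above the plate's own cutoff, the solvent-only control mean plus 3 SD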;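 further: cells exposed to compound for four days before flow analysis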
P. falciparum M1AAP – malaria alanyl aminopeptidase activity blockers – biochemical, fluorogenic H-Leu-NHMec substrate, 1536-well (AID 1445); recombinant M1AAP, H-Leu-NHMec fluorogenic kinetic assay; higher % means a stronger effect; inhibition, % at 30 µM, or IC50 in µM where a hit was titrated; actives 0.42% (n = 220,000);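 active means primary inhibition above the hit cutoff, then over 50% inhibition at one or more dose response concentrations, cut at about 23% in these data, passing the limit was not always enough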;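 further: plate controls were DMSO full reaction for no effect and no enzyme background for full effect; strong numbers were not always called active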
Lipid droplet – hepatic lipid droplet formation modulation; inhibition, % at 6.5 µM; actives 0.4% (n = 240,000); AML12 mouse hepatocytes, oleate lipid droplets, BODIPY imaging; AID 1656;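 active means lipid droplet intensity inhibited by at least 50%, with more than 500 cells counted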
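Assay system: AML12 hepatocytes (mouse) / Also added: 100 µM oleic acid challenge / Times: overnight treatment with compound plus oleate / Detection: high-content imaging of BODIPY-stained droplets and DAPI nuclei / Evaluation: % inhibition of lipid droplet signal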
human PMI inhibition – inhibitors of human PMI, primary screen, biochemical, fluorescence intensity, coupled assay (AID 1209). purified PMI enzyme, coupled fluorescence intensity; higher % means a stronger effect. inhibition, % at 20 µM, or IC50 in µM where a hit was titrated. actives 0.42% (n = 190,000);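 further: plate controls were DMSO vehicle for no effect and wells lacking substrate for full effect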
UTI89 phage lysis – protection from phage-mediated lysis, alamar blue read-out – E. coli UTI89, K1F phage, bacterial capsule biogenesis inhibitors (AID 488966) | one-dose inhibition, % at 100 µM; IC50 in µM for titrated hits | E. coli UTI89 K1F phage lysis, alamar blue, 2 h; higher % means a stronger effect | actives 0.02% (n = 340,000);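 active means phage lysis inhibition, versus mean bacterial control, above a set limit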;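 further: capsule biogenesis inhibitors block K1F phage lysis so surviving cells raise fluorescence; higher fluorescence means more inhibition of phage lysis; actives were called in the ten point dose series up to 300 µM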
WT yeast gro inh – growth inhibition of WT yeast, mitochondrial fusion screen; mitochondrial fusion phenotypic screen, WT strain; inhibition, % at 10 µM; actives 2.1% (n = 190,000); AID 1362; in the data active means inhibition above about 58%; tested in S. cerevisiae
WT yeast gro inh mutant strain – recorded beside WT yeast gro inh, whose call it bears; inhibition, %; mitochondrial fusion phenotypic screen, mutant strain inhibition
Lipid droplet cells 6.5 µM – also measured in Lipid droplet; calls as there; cell count; measured here: cell count, cytotoxicity flag;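 cells counted across two imaged fields per well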
Myeloid diff 2 GFP+ MAC1+ % – also measured in Myeloid diff 2; calls as there; GFP+ MAC1+ double positive, %; measured here: differentiation confirmed by MAC1 staining
An asterisk follows results filed as active; i = inactive; x = not tested or not shown; [ ] = remark or other dose. Unless noted, no stated cut-off is given here; in the data, active means inhibition above about 50%; inactive means the rest. Not a hit list. About 4.6% of those tested had a hit in this group.

SMILES	CSM14.1 death rescue	PMI inhibition	TNAP activators	Myeloid diff 2	Myeloid diff 2 GFP+ MAC1+ %	P. falciparum M1AAP	Lipid droplet	Lipid droplet cells 6.5 µM	human PMI inhibition	UTI89 phage lysis	WT yeast gro inh	WT yeast gro inh mutant strain
COc1ccc(-c2n[nH]c(=S)n2/N=C/C=C\c2ccccc2OC)cc1	1.8%	13%	0.7	i	0.8	4%	-5	653	30%	6.7%	7	-5
COc1ccc(C(=O)NNC(=O)CNC(=O)C2CCCCC2)cc1	-1.8%	-9%	1.1	i	0.4	3%	15	742	-6%	0.0%	-7	-1
CCOC(=O)c1ccccc1NC(=O)c1ccc2nccnc2c1	-0.2%	24%	0.9	i	0.6	-3%	12	652	0%	1.1%	-17	-34
CC(=O)c1ccc(NC(=O)Cn2c3ccccc3c3nc(=O)cc(C)n32)cc1	x	x	x	i	0.1	1%	16	727	x	0.4%	x	x
C=CCN1C(c2cccc(C(F)(F)F)c2)=CS/C1=C(/C#N)c1nnc(N2CCOCC2)n1-c1ccccc1	1.7%	-20%	1.1	i	0.8	6%	11	671	-12%	-0.4%	-76	-12
CC1(C)C(c2ccccn2)=[N+]([O-])C(C)(C)N1O	2.8%	-8%	0.9	i	0.7	2%	x	x	-14%	0.3%	25	14
C=CCn1c(SCc2ccc(OC)cc2)nnc1-c1cccnc1	-0.9%	-2%	1.1	i	0.8	0%	x	x	2%	0.6%	-2	11
CCN(CC)C(=O)CN(c1cccc([N+](=O)[O-])c1)S(=O)(=O)c1ccccc1	-0.2%	-10%	1	i	0.4	-2%	-26	660	-5%	2.1%	-8	-3
Cc1ccc(C(=O)N2CCN(S(=O)(=O)N3CCOCC3)CC2)cc1	0.2%	9%	1	i	0.7	-8%	22	745	15%	-1.0%	9	9
CCOc1ccccc1-c1n[nH]c(=S)o1	2.3%	-18%	1.1	i	0.7	3%	-14	777	-11%	0.2%	1	23
COc1cc(C(=O)NCC(=O)OCC(=O)N2CCc3ccccc32)cc(OC)c1OC	0.6%	-19%	1.1	i	1.1	0%	0	733	-19%	0.3%	-17	-1
CC12CN3CC(C)(CN(C1)C3c1c[nH]c3ccccc13)C2=O (stereo unspecified)	0.5%	4%	1	i	0.6	x	1	685	4%	-0.1%	7	-1
Clc1ccc(-c2ccc(C=Nc3ccc(N4CCOCC4)cc3)o2)cc1	0.0%	25%	0.9	i	0.7	17%	11	615	18%	1.6%	-10	-5
Cc1occc1C(=O)NN1C(=O)C2C3CCC(O3)C2C1=O (stereo unspecified)	-1.0%	-4%	1.1	i	0.3	-1%	7	599	-4%	3.1%[50 µM]	-3	2
COc1cc(C(=O)NCc2cc(C)nc3ccccc23)cc(OC)c1OC	2.6%	-31%	1	x	x	5%	-6	713	-27%	0.5%	-2	-9

Only Myeloid diff 2, Lipid droplet cells 6.5 µM and UTI89 phage lysis (three entries from above):
structure	Myeloid diff 2	Lipid droplet cells 6.5 µM	UTI89 phage lysis
COc1cc(C(=O)NCC(=O)OCC(=O)N2CCc3ccccc32)cc(OC)c1OC	i	733	0.3%
CCOc1ccccc1-c1n[nH]c(=S)o1	i	777	0.2%
CC(=O)c1ccc(NC(=O)Cn2c3ccccc3c3nc(=O)cc(C)n32)cc1	i	727	0.4%

Next part
SMILES	CSM14.1 death rescue	PMI inhibition	TNAP activators	Myeloid diff 2	Myeloid diff 2 GFP+ MAC1+ %	P. falciparum M1AAP	Lipid droplet	Lipid droplet cells 6.5 µM	human PMI inhibition	UTI89 phage lysis	WT yeast gro inh	WT yeast gro inh mutant strain
O=C(Nc1ccc(O)c(-c2nc3ccccc3s2)c1)c1cccs1	-2.0%	-5%	1.1	i	0.3	12%	3	726	-7%	0.7%[50 µM]	-3	-1
N#C/C(=C\c1cn[nH]c1-c1ccccc1)C(=O)NC1CCCCCC1	1.7%	15%	1.1	i	0.9	10%	x	x	19%	0.4%	4	6
O=C(NCc1ccccn1)c1cc2c(ccc3ccccc32)oc1=O	-1.9%	8%	1.1	i	0.9	1%	0	720	-1%	-0.1%	0	-5
CCOC(=O)c1c(O)c2ccccc2n(C)c1=O	5.8%	15%	1	i	0.4	0%	13	673	6%	-0.1%	-2	-10
O=C(O)C1CCCCC1C(=O)Nc1cc(C(F)(F)F)ccc1Cl (stereo unspecified)	1.4%	-7%	1.1	i	0.2	17%	-9	752	-4%	0.8%	-26	4
O=C(O)C1CCCCC1C(=O)NCCc1c[nH]c2ccccc12 (stereo unspecified)	x	10%	1.1	i	0.5	-5%	-9	628	14%	-0.1%	-10	-8
COc1ccc(C(=O)N2CCNC(=O)C2CC(=O)Nc2ccc(C)cc2)cc1 (stereo unspecified)	1.2%	10%	1	i	0.5	0%	3	685	11%	0.4%	1	-7
O=C(c1c(F)cccc1F)N(Cc1ccccn1)C1CC1	3.2%	-30%	1	i	0.9	4%	2	757	-15%	0.3%	-15	-18
CC(=O)Nc1cc(NC(=O)CCCC(=O)O)ccc1Cl	0.8%	-8%	1.1	i	0.6	-3%	x	x	-10%	0.6%	4	-7
COC(=O)c1c(NC(=O)CSc2nnnn2-c2ccc3c(c2)OCO3)sc(C)c1C	3.6%	6%	1.1	i	1.1	7%	x	x	1%	-0.6%	-23	13
Oc1ccc(-c2nc3ccccc3s2)c(O)c1	x	x	x	i	0.3	1%	-53	702	x	0.9%	x	x
CC(NC(=O)c1ccco1)C(=O)OCc1cccc(Cl)c1 (stereo unspecified)	0.1%	-4%	1.1	i	1.1	7%	x	x	-9%	0.5%	-19	-15
CCc1ccccc1NC(=S)NCc1cccn1C	-1.1%	-9%	1	i	0.5	0%	-24	614	2%	0.1%	8	4
CCOC(=O)c1[nH]c2ccccc2c1NC(=O)c1ccc(S(=O)(=O)N2CCCC2)cc1	-2.1%	13%	1	i	1.4	-3%	7	693	15%	-2.4%	-3	-16
Cn1c(=O)c2c(n(Cc3ccccc3)c1=O)NC(=O)C2CC(=O)NCc1cccc(Cl)c1 (stereo unspecified)	0.2%	3%	1.1	i	0.9	11%	x	x	8%	2.3%	14	-7
O=C(Nc1ccccc1Cl)NC1(C(=O)N2CCCCC2)CCCCC1	-1.9%	1%	1.1	i	1.1	7%	21	796	-12%	-0.3%	-6	-4
CC(C)CN1CCC(CN(C)Cc2nc(-c3cnccn3)no2)CC1	-0.1%	10%	1.1	i	0.3	-3%	14	765	14%	0.2%	1	2
CC(=O)c1ccc(N2CCN(C(=O)C3(S(=O)(=O)c4ccc(Cl)cc4)CC3)CC2)cc1	0.4%	1%	1.1	i	10	3%	x	x	3%	0.4%	-3	-2
COC(=O)c1ccc(OCCOc2ccccc2)cc1	-0.5%	9%	1.1	i	0.8	-1%	11	784	10%	0.4%	0	6
COc1ccc(C(C)=O)cc1COC(=O)c1ccc(S(=O)(=O)N(C)C)cc1	0.5%	11%	1	i	0.7	-3%	-10	702	-12%	-0.4%	-7	-24
CC(C(=O)Nc1ncn[nH]1)N1C(=O)c2ccccc2C1=O (stereo unspecified)	-1.1%	-6%	1.1	i	1.3	-5%	14	770	-19%	0.9%	13	1
Cc1cc2ncn(-c3ncnc4sc5c(c34)CCCC5)c2cc1C	-0.4%	-2%	1	x	x	-2%	2	839	11%	x	5	-2
C/C(=N\OC(=O)NC(C)C)c1sc(-c2ccc(Cl)cc2)nc1C	0.7%	13%	1	i	0.1	-3%	x	x	20%	-0.5%[50 µM]	44	34
C=CCOc1cccc(/C=N/NC(=O)C(=O)NCc2ccco2)c1	-1.3%	5%	1.1	i	0.8	-8%	x	x	5%	3.8%[50 µM]	-9	-2
O=C(CCc1ccccc1)NNC(=O)Cc1ccc(Cl)cc1	-2.0%	-10%	1	i	0.1	10%	25	722	-8%	-0.7%	-12	-13
CSc1ccc(/C=N\NC(=O)CC(=O)NC(C)C)cc1	0.6%	-6%	1.1	i	0.6	8%	-31	677	-3%	0.1%	-1	7
COc1cc(C2/C(=C(\O)c3ccc4c(c3)CC(C)O4)C(=O)C(=O)N2Cc2ccco2)ccc1O (stereo unspecified)	-2.5%	1%	1	i	0.1	13%	0	716	-5%	0.0%	-9	1
CCC1C(=O)N=C(SCC(=O)Nc2ccc(Br)cn2)NC1=O (stereo unspecified)	-0.6%	-4%	1.2	i	0.2	0%	-11	661	2%	-0.1%	21	1
O=C(CCCl)Nc1ccc(S(=O)(=O)NCc2ccco2)cc1	x	x	x	i	0.7	7%	13	662	x	0.1%	x	x
Cc1ccc(NC(=O)Cc2c(C(=O)O)n(C)c3ccccc23)cc1F	-4.9%	-7%	0.9	i	0.4	-6%	14	724	-19%	x	-2	-2
COn1c(SCC(=O)N(C)C)nc2ccccc2c1=O	-1.5%	5%	1.1	i	5.4	-7%	x	x	1%	-0.2%	-5	-7
N#Cc1c(NC(=O)c2cccc(S(=O)(=O)Nc3ccc(C(=O)O)cc3)c2)sc2c1CCCC2	x	x	x	i	0.2	20%	2	796	x	-0.3%	x	x
O=[N+]([O-])c1ccccc1OCCCn1cnc2ccccc21	-0.2%	0%	0.9	i	0.4	11%	x	x	0%	0.7%	12	17
CCCCNC(=O)NNC(=O)c1cc(C)on1	x	x	x	i	0.8	9%	20	703	x	-0.8%	x	x
O=C(O)/C=C/C(=O)Nc1ccc(Cl)cc1C(=O)c1ccccc1	x	x	x	i	0.2	9%	-6	643	x	-0.1%	x	x
CCN(CC)CCCC1(CN)OCCc2ccccc21 (stereo unspecified)	-1.5%	-9%	1	i	0.5	-2%	10	726	2%	1.6%	-9	-3
O=C(CCl)Nc1cccc2ncccc12	-0.6%	43%	1.1	i	1.7	0%	-6	607	7%	0.0%	-9	-6
CCOc1cc(/C=N/O)ccc1OCc1ccccc1F	-2.0%	-3%	1.1	i	0.2	2%	-23	615	1%	6.5%	-20	-15
Cn1c(O)c(N=Nc2ccc(F)cc2)c2ccccc21	x	-34%	1	i	0.2	-1%	-4	644	-38%	-2.9%	2	-11
O=C(O)CCN(Cc1ccccc1)S(=O)(=O)c1c(Cl)cccc1Cl	1.4%	-11%	1.1	i	0.2	7%	42	718	-11%	0.3%	-1	9
Cc1ccc(S(=O)(=O)NCCc2nnc3ccc(SCC(=O)Nc4nc(C)cs4)nn23)cc1	3.9%	7%	1.1	i	0.8	8%	0	620	6%	1.9%	2	1

Screening data from PubChem BioAssay.
